# Source: PubChem
# PG9 binder: binds the HIV-1 gp120 antibody PG9; TR-FRET gp120-PG9 antibody binding; inhibition, % at 6.7 µM; 0.43% of 360,000 active; AID 624416; in the data active means inhibition above about 8.5%
# ADAM17 inh: inhibits human ADAM17; inhibition, % at 6.95 µM; 0.83% of 370,000 active; P78536; recombinant ADAM17, EDANS/DABCYL FRET peptide cleavage;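 active means inhibition above the mean of compounds lying between control limits plus 3 SD, set per campaign, cut at about 8.5% in these data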;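 further: 0% = DMSO-only wells as the low control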
# Target sequence (P78536 215-824 limits assumed): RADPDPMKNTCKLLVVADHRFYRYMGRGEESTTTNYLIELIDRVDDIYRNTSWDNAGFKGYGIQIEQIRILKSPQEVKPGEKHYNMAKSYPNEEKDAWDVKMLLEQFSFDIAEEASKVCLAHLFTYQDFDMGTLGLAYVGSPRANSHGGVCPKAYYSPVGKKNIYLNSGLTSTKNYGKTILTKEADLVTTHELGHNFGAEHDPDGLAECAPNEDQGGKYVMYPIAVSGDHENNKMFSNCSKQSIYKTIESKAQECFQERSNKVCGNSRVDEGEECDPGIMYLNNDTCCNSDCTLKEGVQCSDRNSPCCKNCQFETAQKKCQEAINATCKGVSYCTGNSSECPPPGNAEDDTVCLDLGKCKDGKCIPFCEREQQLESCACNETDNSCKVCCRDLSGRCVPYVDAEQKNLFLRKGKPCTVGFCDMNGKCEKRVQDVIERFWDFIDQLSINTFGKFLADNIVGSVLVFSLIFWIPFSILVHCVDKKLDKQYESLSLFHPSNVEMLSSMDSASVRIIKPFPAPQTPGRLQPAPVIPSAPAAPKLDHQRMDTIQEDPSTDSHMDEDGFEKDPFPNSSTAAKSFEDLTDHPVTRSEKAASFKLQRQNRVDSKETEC
# NPR1 activator: GC-A (human) enzyme activation; HEK293 GC-A cells, cGMP TR-FRET, EC30 ANP; 0% at EC30 ANP, 100% saturating ANP; AID 1671463; 0.14% of 370,000 active; activation, % at 10 µM; P16066; in the data active means activation above about 40%
# hcDAF-12 act: activates DAF-12 receptor from parasite H. contortus | HEK293 hcDAF-12 lit1-tk-luc reporter, luminescence; 0% DMSO, 100% Δ7-dafachronic acid | activation, % at 6.8 µM | 1.4% of 370,000 active;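 active means activation above the mean of all tested compounds plus 3 SD, cut at about 5.5% in these data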;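 further: 100% = response to 3 µM Δ7-dafachronic acid high control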
# DAX1 inh-1: inhibitors of human orphan nuclear receptor DAX1 (NR0B1); P51843; HEK293 Gal4-DAX1 luciferase reporter, luminescence; inhibition, % at 6.75 µM; 0.99% of 340,000 active; AID 504766;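 active means inhibition above the mean over all tested compounds plus 3 SD, cut at about 4.2% in these data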;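 further: 0% = DAX1-transfected cells with DMSO and 100% = empty-vector control cells with DMSO; inhibition shows as a rise in luminescence from relieved DAX1 repression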
# Target sequence (P51843 207-470 limits assumed): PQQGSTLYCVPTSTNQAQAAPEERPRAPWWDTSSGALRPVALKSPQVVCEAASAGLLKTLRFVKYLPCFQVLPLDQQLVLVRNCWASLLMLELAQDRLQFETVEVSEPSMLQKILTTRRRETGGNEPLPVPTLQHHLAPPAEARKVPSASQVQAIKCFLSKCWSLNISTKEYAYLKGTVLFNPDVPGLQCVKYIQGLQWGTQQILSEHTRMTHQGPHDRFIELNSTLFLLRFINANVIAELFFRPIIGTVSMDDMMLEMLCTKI
# hgDAF-12 ag: agonists of H. glycines DAF-12 nuclear receptor | activation, % at 6.8 µM | 1.8% of 370,000 active | AID 687014 | HEK293 GAL4-hgDAF12 UAS-luciferase reporter, agonist luminescence; normalized to butyrate control;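 active means activation above a cutoff set at the mean of all screened compounds plus 3 SD, cut at about 10% in these data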;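 further: 0% = DMSO wells and 100% = sodium butyrate wells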
# ssDAF-12 act: S. stercoralis DAF-12 activation, primary screen; HEK293 ssDAF-12/GRIP1 lit1-tk-luc reporter, luminescence; % of 3 µM dafachronic acid response; activation, % at 6.8 µM; 1% of 370,000 active;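 active means activation above the mean over all tested compounds plus 3 SD, cut at about 0.9% in these data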;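 further: 0% = DMSO-only wells and 100% = 3 µM delta7-dafachronic acid wells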
# FXN GAA850 act: activators of GAA850 frataxin (FXN) promoter | activation, % at 6 µM | 0.56% of 360,000 active | AID 540364 | HEK293 lucGAA850 FXN promoter luciferase reporter, 24 h; percent of 10 µM SAHA response;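 active means activation above the average of all compounds screened plus 3 SD, cutoff fixed separately per campaign, cut at about 7.5% in these data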;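 further: 0% = DMSO wells and 100% = 10 µM SAHA wells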
# SMARCA2 activ: SMARCA2 function activation, primary screen | AID 652017 | MG213 cells, MMTV-luciferase reporter, dexamethasone, overnight | activation, % at 9.1 µM | 1% of 370,000 active; in the data active means activation above about 7.8%;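 further: 0% = vehicle wells and 100% = reference activator wells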
# DAX1 inh-2: DAX1 (NR0B1) inhibition, primary screen; AID 652010; HEK293T StAR-luciferase reporter, SF-1/DAX-1 repression relief; 1.1% of 370,000 active; inhibition, % at 6.8 µM;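 active means inhibition above the mean over all tested compounds plus 3 SD, cut at about 3.6% in these data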;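 further: 0% = DAX-1 cells with DMSO and 100% = cells lacking DAX-1 with DMSO; higher inhibition means more luminescence from relief of DAX-1 repression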
# ADAM10 inh: ADAM10 inhibition, QFRET primary screen | O14672 | recombinant ADAM10, EDANS/DABCYL FRET peptide cleavage, 3 h | inhibition, % at 7 µM | 0.62% of 370,000 active | AID 720582;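 active means inhibition above a per-campaign cutoff equal to the mean of compounds falling between control-based bounds plus 3 SD, cut at about 20% in these data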;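 further: 0% = DMSO wells while the 100% control is not disclosed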
# * marks the source's active call; other numbers are inactive results; · = no result given.
# Every second line gives: PG9 binder, ADAM17 inh, NPR1 activator, hcDAF-12 act, DAX1 inh-1, hgDAF-12 ag, ssDAF-12 act, FXN GAA850 act, SMARCA2 activ, DAX1 inh-2, ADAM10 inh
> Cc1nc(=O)c(-c2ccccc2)c(C)n1-c1ccc(Br)cc1
    0.0, -1, 2, -0.9, ·, -0.7, -2.1, -1.6, 1, -0.1, -4
> Cc1cc(C(=O)N2CCCC(CO)(Cc3ccc(F)cc3F)C2)nn1C (stereo not drawn)
    0.3, -2, -2, -2.0, 0.2, -3.3, -1.6, 1.5, 0, 1.2, 0
> O=C(N/C(=C\c1ccc([N+](=O)[O-])cc1)C(=O)N1CCCCC1)c1ccccc1
    -0.6, 1, -4, 0.0, -0.7, 3.4, -0.9, 1.2, 2, 0.1, 7
> CCOC(=O)C1(Cc2ccccc2C)CCCN(S(C)(=O)=O)C1 (stereo not drawn)
    0.4, -1, 1, 1.9, 0.4, 2.7, 0.0, -1.5, 3, 0.4, -2
> COc1cccc(N2CCN(C(=O)C3C4C=CC5(CN(Cc6ccccc6Cl)C(=O)C35)O4)CC2)c1 (stereo not drawn)
    1.5, 0, 3, -1.2, -0.3, -3.3, -1.8, -2.3, -2, 0.4, -10
> Cc1c(C(=O)N2CCN(c3ccccc3)CC2)sc2nc3n(c(=O)c12)CCC3
    -2.0, -5, 4, -1.2, 0.1, 1.4, -1.2, 1.2, 1, 0.1, -11
> COc1cccc(NC(=O)N(CCN(C)C)C(C)c2cccnc2)c1 (stereo not drawn)
    -1.4, -3, 2, -0.7, 1.2, -0.2, -1.4, 1.9, 4, 0.2, -1
> CC(=O)c1cccc(NC(=O)C2C3CCC(C3)C2C(=O)O)c1 (stereo not drawn)
    0.4, -2, 1, -2.0, 1.1, -0.4, -0.8, -0.9, -2, -0.1, -3
> CCc1ccc(/C=C2\SC(=S)N(CCCC(=O)Nc3cc(C)on3)C2=O)cc1
    -0.5, -3, -3, -6.3, -0.5, -12, -2.5, -14, -15, -1.9, -7
> O=C(N/N=C/c1ccccn1)c1ccco1
    -1.3, 1, 3, 0.0, 1.9, 10, -0.3, 1.6, 2, 1.3, -5
> CCCN1CCC(NC(=O)Nc2cccc3ccccc23)CC1
    1.8, -12, 0, -0.5, 2.0, -2.2, -1.0, -1.1, -4, 0.8, -25
> O=C(NC1CCCC1)C1C(c2ccccc2)=Nc2ccccc2N1C(=O)c1ccc(C(F)(F)F)cc1 (stereo not drawn)
    -0.7, -5, -5, -1.4, ·, 5.0, -0.4, ·, 2, -0.1, -18
> COc1ccccc1CNC(=O)c1cc(-c2cc(F)ccc2OC)n[nH]1
    -3.2, -3, 16, -1.4, ·, -5.3, -1.6, -0.4, -1, 0.3, -10
> Cc1c(C(=O)N2CCN(c3ccc(F)cc3)CC2)sc2nc3n(c(=O)c12)CCC3
    -1.1, -3, 0, -1.3, -0.2, 0.5, -0.5, 0.6, 4, -0.2, -1
> COC(=O)C1=C[C@@H]([C@@H](C)[C@H](OC)c2ccccc2Br)[C@@H]2OCCC[C@H]12
    ·, -1, 0, -2.0, ·, 1.4, -1.9, ·, -3, -0.2, -2
> N#CC1=C(N)NC(SCC(=O)c2ccc(Br)cc2)=C(C#N)C12CCCCC2
    -0.1, 13*, 0, -1.3, -1.7, 1.3, -1.1, 2.5, -4, -1.4, 22*
> COc1ccc(C(=O)NNC(=O)CN2CCC(n3nnc4cc(C)ccc43)CC2)cc1
    -1.4, -2, -4, -1.9, 1.8, -0.9, -1.0, -0.4, -2, -0.4, 0
> CN1OC[C@@H]2CN(Cc3ccc4c(c3)OCO4)[C@H](c3ccc(N4CCCCC4)cc3)C[C@@H]21
    -2.9, -2, 4, -1.6, ·, -1.3, -1.0, ·, -6, 2.4, 4
> O=C(O)c1ccc(CN2C(=O)c3ccc(C(=O)O)cc3C2=O)cc1
    0.7, 3, 7, 2.3, 0.8, 0.6, -1.2, 0.0, 0, 0.1, -1
> CC(C)CCn1nnnc1CN1CCN(c2ccc(F)cc2)CC1
    1.7, -3, 1, -1.3, -0.6, -3.8, -1.4, 2.4, -1, -0.6, 4
> Cc1ccccc1C(=O)NNC(=O)/C=C/c1ccccc1
    -0.7, 2, 1, 0.2, 2.3, -0.1, -1.5, 1.2, 0, -0.1, 6
> Cc1ccc(C(=O)O)cc1NCc1cccnc1
    -1.4, -6, 1, 0.5, 0.7, -2.1, -1.5, 0.4, -5, 0.6, -3
> CCOC(=O)CNC(=O)N1CCCC(C(=O)c2cccc(Cl)c2)C1 (stereo not drawn)
    -0.2, 0, 4, -0.9, 0.8, -0.5, -1.2, 0.6, -1, -0.3, 2
> CCc1ccc2nc(N(CCCN(C)C)C(=O)c3ccc(S(=O)(=O)N(C)C4CCCCC4)cc3)sc2c1
    -1.0, -1, -1, 0.3, -0.6, -3.4, -0.6, -2.5, -3, -0.1, -1
> COc1ccc([C@H]2CC(=O)C=C(c3ccccc3-c3ccccc3)C2)cc1
    0.6, -1, -1, -2.1, -0.8, -2.7, -1.6, -5.4, -2, -0.9, 4
> Cc1nn(CC(=O)NC(=O)NC2CCCC(C)C2C)c(=O)c(C#N)c1C (stereo not drawn)
    1.0, -8, 5, 0.5, 2.3, 0.1, -0.2, 3.1, 1, -1.4, -16
> CC1CN(c2cnn(C(C)C)c(=O)c2Cl)CC(C)O1 (stereo not drawn)
    1.1, -3, 0, 1.4, -0.3, -3.0, -0.8, 2.5, -1, 0.1, -9
> O=S1(=O)N=C(N(CCO)/N=C/C=C/c2ccccc2)c2ccccc21
    -1.9, -3, 0, -4.0, -0.7, 0.0, -1.6, -1.1, -2, -0.9, -18
> CN(C)CCCN(C(=O)COc1ccccc1)c1nc2ccc(Cl)cc2s1
    -1.6, 1, -7, 0.4, 0.6, -3.8, -0.4, 1.6, 0, 0.7, -5
> COCCN(C(=O)COC(=O)C12CC3CC(CC(O)(C3)C1)C2)c1c(N)n(Cc2ccccc2)c(=O)[nH]c1=O
    -2.1, -2, 3, 1.5, 1.4, 0.2, -1.2, 0.7, -2, 2.5, 4
> COc1ccc(N2CCN(C3CCCN(Cc4ccc(F)cc4Cl)C3)CC2)cc1 (stereo not drawn)
    -0.9, -3, 1, -0.7, -0.7, -0.7, -1.3, 1.3, -1, 0.3, 3
> Cc1cc(/C=C2/SC(=S)N(c3cccc(Cl)c3)C2=O)c(C)n1-c1cccnc1
    -1.2, 0, 5, -3.5, -4.5, -7.3, -2.2, -1.6, -6, -3.4, 5
> Cc1nc2c(-c3ccc(F)cc3)c(C)nn2c(N2CCOCC2)c1C
    -2.0, 0, -5, -0.9, -0.3, -0.7, -1.2, -0.1, -1, -0.9, 3
> Cc1nn2c(NC(C)C)c3c(nc2c1-c1ccccc1)CCC3
    -0.6, -10, -2, -2.0, 2.2, -1.4, -1.1, -1.7, -4, -0.3, -22
> Cc1ccc(-c2cc(C(=O)O)n(-c3ccc(S(N)(=O)=O)cc3)n2)cc1
    -3.7, -1, 0, -2.1, 1.6, -1.8, -1.6, 0.3, -1, -0.1, -4
> CC(C)c1nnc(NC(=O)C2CCCN2C(=O)Nc2cccc(Cl)c2)s1 (stereo not drawn)
    0.1, -1, 1, -1.6, 1.9, 1.4, -1.2, 1.1, -3, -0.5, 5
> O=C(Nc1cn(-c2ccccc2)nc1-c1ccccc1)c1ccccc1
    -0.7, 4, -4, 0.9, -1.1, 0.3, -1.1, 1.1, 2, 0.0, 10
> CCCN(Cc1cc2cc(OC)ccc2[nH]c1=O)C(=O)c1ccncc1
    -0.6, -73, -7, -0.9, -0.6, 1.3, -0.5, -2.1, 0, -0.5, -208
> CC1CCN(S(=O)(=O)c2ccc(NC(=O)CN3CCCC3)cc2)CC1
    -0.2, -2, 3, -0.1, 0.5, -2.6, -1.1, 1.1, -2, -0.2, -6
> CC(C)OC(=O)C1C(=O)CC(C)(O)C(C(=O)OC(C)C)C1c1cccnc1 (stereo not drawn)
    0.0, 0, 4, 0.2, -0.5, -0.2, -1.3, 1.6, -4, -0.2, 2
> C=CCOC(=O)C1=C[C@H](c2cn(C(C)=O)c3ccccc23)[C@@H](CCCO)[C@H](OCC)O1
    -1.7, -1, -5, -2.4, -0.8, -1.4, -1.3, 1.5, 1, -0.3, -4
> COc1ccc(/C=N/OC/C(O)=C(\C#N)c2nc3ccccc3[nH]2)cc1OC
    -2.6, 3, 1, -0.7, -1.4, -2.2, -0.7, 1.3, -3, -0.3, 5
> CN1CCN(CCCNC(=S)Nc2ccc(F)c(Cl)c2)CC1
    -0.4, 1, 2, -0.9, -0.6, 0.7, -1.9, -0.3, 0, -0.3, 3
> COc1ccc(Cl)cc1NC(=O)COC(=O)c1cc(NS(=O)(=O)c2cccs2)ccc1O
    -1.6, -9, 2, -1.0, -1.8, -3.1, -1.2, -2.9, -1, -0.5, 8
> Cc1ccc(O)c(C2=Nc3ccccc3N=C(c3ccco3)C2)c1
    59*, -12, -6, 1.2, 1.4, 0.8, -1.0, 1.5, -1, 0.3, -26
> CN1CCN(C2CC(=O)N(Cc3ccc(N4CCCC4=O)cc3)C2=O)CC1 (stereo not drawn)
    -1.3, -5, 0, 0.6, 0.4, -1.7, -1.0, -0.2, -4, -0.1, 3
> O=C(c1cc(Cl)nc2ccccc12)N(Cc1nnc(-c2ccccc2Cl)o1)C1CC1
    0.1, 0, -1, 1.6, 0.1, -3.6, -0.4, 2.3, -2, -1.2, -18
> CC(=O)CCc1oc2ccc([N+](=O)[O-])cc2c1-c1ccc(C)o1
    -2.2, -1, 3, -0.4, -0.7, -0.9, -0.4, -1.3, -2, 0.5, -3
> COc1cc([N+](=O)[O-])cc(/C=N/NC(=O)C(O)(c2ccccc2)c2ccccc2)c1O
    -0.1, 2, -1, -2.1, -1.0, -1.3, -1.3, -0.2, -2, -0.4, 17
> N#CC1=C(SCc2ccccc2)NC(=O)C(C#N)C12CCCC2 (stereo not drawn)
    -3.3, 0, -2, -0.8, -1.6, -2.2, -1.3, 1.1, -1, -1.2, -2
> CCN1CCN(c2nc(N)c([N+](=O)[O-])c(Nc3cccc(C)c3)n2)CC1
    -0.3, 1, 2, -0.2, 0.7, 3.6, -0.5, 7.1, 1, 0.6, -10
> CCN(C(=O)CSc1ncn[nH]1)c1cccc2ccccc12
    0.3, -3, -1, -2.2, 0.0, -1.6, -1.3, -2.5, -4, -0.2, -1
> Cn1cc(Cl)c(C(=O)NNC(=S)Nc2cccc(Cl)c2)n1
    -0.2, 2, 0, 2.5, 0.5, 6.0, -0.4, 6.6, 7, 1.3, 6
> C#CCn1cc(/C=N/NC(=O)c2cc3ccccc3o2)c2ccccc21
    0.4, -7, -3, 1.7, 0.8, 0.7, -0.7, 1.8, 1, -0.2, -23
> CCCCC(=O)Nc1ccc2c(c1)nc1n2CCN(CCOC)C1
    -1.9, -150, 2, -1.0, ·, -0.5, -1.7, 0.6, 0, 0.4, -385
> Cc1ccc2ncc(S(=O)(=O)c3ccccc3)c(N3CCCCC3C)c2c1 (stereo not drawn)
    -0.2, -1, -5, -0.7, -0.9, -1.8, -1.8, 0.7, -1, 0.3, 14
